Screening data: PubChem, National Center for Advancing Translational Sciences (NCATS)
aGlu spleen mod – inhibits or activates alpha-glucosidase in human spleen homogenate. P10253. human spleen homogenate, 4-MU-alpha-glucoside fluorescence. Potency, µM (highest dose often 79.9 µM), for inactives: top-dose activity change, negative = inhibition, hits mostly inhibitors. actives 0.006% (n = 240,000);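 note: 0% = enzyme with vehicle and -100% = no enzyme basal signal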
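Compounds were titrated against alpha-glucosidase in spleen homogenate at pH 5.0, with 1 mM 4-methylumbelliferyl substrate for 40 min at 37 C. Reactions were quenched with pH 10 NaOH/glycine and fluorescence measured.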
aGal spleen mod – inhibits or activates alpha-galactosidase in human spleen homogenate; P06280; human spleen homogenate, 4MU-alpha-Gal fluorescence, 40 min; Potency, µM (doses to about 80 µM), for the others: at the top dose activity change, negative = inhibition, actives largely listed as inhibitors; actives 0.008% (n = 240,000); AID 2107;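 note: 0% = enzyme with vehicle and -100% = no enzyme basal signal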
Target sequence (P06280 32-429 limits assumed): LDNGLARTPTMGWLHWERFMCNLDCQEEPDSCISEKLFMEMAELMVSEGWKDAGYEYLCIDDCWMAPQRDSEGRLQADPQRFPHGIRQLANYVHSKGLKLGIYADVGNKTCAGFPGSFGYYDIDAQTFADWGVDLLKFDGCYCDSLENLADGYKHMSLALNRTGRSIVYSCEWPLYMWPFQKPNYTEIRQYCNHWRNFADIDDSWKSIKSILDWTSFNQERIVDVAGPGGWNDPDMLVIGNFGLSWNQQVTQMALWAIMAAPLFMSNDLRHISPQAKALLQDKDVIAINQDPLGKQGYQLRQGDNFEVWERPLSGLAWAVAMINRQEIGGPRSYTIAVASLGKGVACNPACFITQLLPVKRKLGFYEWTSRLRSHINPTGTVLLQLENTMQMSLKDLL
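qHTS titration in buffer at pH 5.0. Alpha-galactosidase activity in spleen homogenate was measured via 4-methylumbelliferone release from 1 mM fluorogenic substrate after 40 min at 37C and a pH 10 stop. AC50 came from Hill fits of control-normalized data.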
HTT ATP protect – cytoprotection in Huntington HTT-Q103 PC12 cell model; PC12 HTT-Q103 induced, cytoprotection, ATP luminescence, 40 h; actives 0.14% (n = 230,000); Potency, µM (highest dose often 56.4 µM), without a hit: cytoprotection (ATP increase), hits mostly activators;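 note: % of control where 0% means no effect; nearly all actives have a fitted effect of over 45% in size; toxic huntingtin expression switched on by the ecdysone agonist tebufenozide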
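Readout: ATPlite luminescence (ATP level). Model: stable PC12, inducible Htt exon1 Q103-GFP. Inducer: tebufenozide, 100 nM final. Compounds: dose series. No G418 in medium.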
GAA glycogen mod – GAA glycogen-cleavage inhibition or activation. recombinant GAA, glycogen substrate, Amplex Red glucose oxidase fluorescence. Potency, µM (highest dose often 76.4 µM), for inactives: at the top dose activity change, negative = inhibition, most hits filed as inhibitors. actives 0.38% (n = 300,000);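 note: 0% = full enzyme reaction and -100% = no-enzyme basal signal; the screen sought inhibitors and activators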
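qHTS, 1536-well; enzyme 4 nM final; cpd up to 77 uM; substrate bovine liver glycogen 30 ug; 50 mM citrate/phosphate pH 5.0, 0.01% Tween-20; 37 C, 40 min; Amplex Red detection 45 min RT; Hill fit → AC50.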
Tau ThT inhib – blocks human tau fibril formation measured by thioflavin T. P10636. recombinant tau K18 P301L, heparin-induced fibrillization, ThT fluorescence. Potency, µM (titrated, usually from 57.4 µM), for inactives: at the top dose activity, negative = inhibition, most hits filed as inhibitors. actives 2.1% (n = 270,000). AID 1460; note: % is set by controls: 0 for no effect and ±100 for the full control effect; nearly all actives have a fitted effect of over 55% in size
Target sequence (P10636 561-689 P618L limits assumed): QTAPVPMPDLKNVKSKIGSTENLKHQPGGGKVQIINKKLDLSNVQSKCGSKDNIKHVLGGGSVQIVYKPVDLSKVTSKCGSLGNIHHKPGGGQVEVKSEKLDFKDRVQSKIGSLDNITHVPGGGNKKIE
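Aggregation was driven by heparin (20 uM final) acting on recombinant tau […] bearing P301L in 100 mM sodium acetate pH 7; fibrils were detected with Thioflavin T.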
Tau FP inhib – blocks human tau fibril formation measured by polarization; P10636; K18 P301L tau heparin fibrillization, Alexa594 FP, 6 h; Potency, µM (series often up to 57.7 µM), for the others: top-dose activity, negative = inhibition, most hits filed as inhibitors; actives 0.39% (n = 280,000); AID 1468; note: % is set by controls: 0 for no effect and ±100 for the full control effect; nearly all actives have a fitted effect of over 55% in size
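Human tau K18 […] P301L fragment, 15 uM unlabeled plus 0.24 uM Alexa 594-labeled tau (final), with compound and 20 uM heparin in 100 mM sodium acetate pH 7; 6 hr at 37 C, then Alexa 594 FP read.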
GAA inhib – alpha-glucosidase (human) inhibition | P10253 | purified human GAA, 4-MU-alpha-glucoside fluorescence | actives 0.005% (n = 200,000) | Potency, µM (highest dose often 76.9 µM), inactives show at the top dose activity change, negative = inhibition, most hits filed as inhibitors;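 note: plate controls were uninhibited enzyme wells for no effect and no-enzyme background for full effect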
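qHTS format, compound range up to 77 uM. Human lysosomal enzyme at 4 nM, 400 uM 4-MU glucoside substrate, pH 5.0, 20 min room temperature; fluorescence after alkaline stop gives activity normalized to controls.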
Tau fluor counter – counter-screen for tau fibril formation inhibitors; Potency, µM (highest dose often 57.7 µM), for the others: at the top dose activity change, negative = decrease; tau K18 P301L Alexa594 fluorescence, heparin fibrillization; AID 1463; actives 0.93% (n = 280,000); note: % is set by controls: 0 for no effect and ±100 for the full control effect; nearly all actives have a fitted effect of over 55% in size
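Human tau K18 P301L (15 uM unlabeled, 0.24 uM Alexa 594-labeled) in 100 mM sodium acetate pH 7 with 20 uM heparin, 6 hr at 37 C. ThT 30 uM added, 1 hr ambient; Alexa 594 FP and total fluorescence read at 555/632 nm.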
The depositor's hits bear a star; u = inconclusive; x = not tested or not shown; & = joins results of further samples; [ ] = dose if it differs, or a comment. Calls come from the whole dose curve; as a rule, active = well fitted curve in the direction sought with a large enough effect; inconclusive = small, poorly fitted or top-dose-only effect, or another doubt; inactive = no such curve, though single readings can be large; an effect the other way counts as inactive or inconclusive. Potency is the fitted concentration of half-maximal effect.

1. CC(C)Nc1nc(NC(C)C)nc(SCCOC(=O)Nc2ccc(Cl)cc2Cl)n1
2. COc1ccc(-n2nc(C(=O)NCC(=O)NCc3ccc(F)cc3)c3ccccc3c2=O)c(OC)c1
3. Cc1cc(C)[n+]2n1C(=O)C(c1ccccc1)=C2[O-]
4. O=C(N/N=C/c1cccs1)/C(=C/c1ccccc1)NC(=O)c1ccccc1
5. COC(=O)CCCCCc1ccc(C(C)=O)s1
6. CC(C)NC(=O)C1CCN(C2CCN(C(=O)c3scc4c3CCCC4)CC2)CC1
7. Cc1csc(SCC(=O)Nc2cc(C(C)(C)C)nn2-c2ccccc2)n1
8. O=C(O)c1cccc(COc2ccc3c(c2)CCC3)c1

compound no. | 1 | 2 | 3 | 4 | 5 | 6 | 7 | 8
aGlu spleen mod | 5% | -10% | -9%&-11% | -1% | 2% | 0% | -1% | 3%
aGal spleen mod | 2% | -2% | -11%&3% | 0% | 5% | -10% | -3% | 0%
HTT ATP protect | x | -8% | 7%&12%[10 µM] | -18%[10 µM] | 14%[10 µM] | 3%[10 µM] | -12% | -60%[inhibitor][10 µM]
GAA glycogen mod | -7% | 4% | 5%&7% | 8% | 5% | -2% | -1% | 9%
Tau ThT inhib | u | 9% | u | -6% | -15% | 4% | -6% | -5%
Tau FP inhib | -3% | -9% | 0%&7% | 3% | -4% | 5% | -4% | 2%
GAA inhib | u | 10% | -2%&6% | 5% | -10% | x | -1% | x
Tau fluor counter | -16% | 4% | -6%&2% | -8% | 2% | 15% | -10% | -6%

9. CCNC(=S)NNC(=O)c1cccnc1
10. Cc1ccc(C2=[N+]([O-])C3(CCCCC3=O)N(O)C2(C)C)cc1 (stereo not drawn)
11. CC(C#N)Sc1ncnc2sc3c(c12)CCC3 (stereo not drawn)
12. CCC(c1nnnn1C1CCCCC1)N1CCN(C2CCCC2)CC1 (stereo not drawn)
13. CCN1C(=O)C2(C(C#N)=C(N)Oc3c2c(C)nn3-c2ccccc2)c2ccccc21 (stereo not drawn)
14. O=C1C2C3CC(C2C(=O)N1c1cccc(Cl)c1)[C@H](O)C3O (stereo partly drawn)
15. CC(C)(C)C(=O)Nc1ccc(N2CCCC2)cc1
16. COc1ccc(CCNS(=O)(=O)c2ccc3c(c2)n(C)c(=O)c(=O)n3C)cc1OC

compound no. | 9 | 10 | 11 | 12 | 13 | 14 | 15 | 16
aGlu spleen mod | -1% | -1% | -2% | -5% | -19% | -3% | -9% | 7%
aGal spleen mod | 6% | 1% | -3% | -12% | 0% | -1% | -16% | 8%
HTT ATP protect | 24%[10 µM] | -7% | 14%[10 µM] | -24% | 2% | 10%[10 µM] | -25% | -7%
GAA glycogen mod | u | -17% | 5% | 13% | -17% | -8% | -13% | -26%
Tau ThT inhib | -8% | -9% | -3% | 2% | 16µM* | 3% | u | -2%
Tau FP inhib | -11% | -1% | -2% | 0% | u | -1% | -6% | 9%
GAA inhib | 2% | 1% | -7% | -1% | -4% | x | -24% | -13%
Tau fluor counter | -4% | -3% | -5% | -1% | u | -2% | -28% | -8%

17. N#CCn1cc(/C=N/NC(=O)c2cc3c(ccc4ccccc43)o2)c2ccccc21
18. O=C(CCc1nnc(CCCc2ccccc2)o1)NCC(F)(F)F
19. N#C/C(=N\Nc1ccc(Cl)cc1)C(=N)N1CCCCCC1
20. CSc1nnc(-c2ccc(F)cc2)o1
21. COc1ccc(NC(=O)c2cc([N+](=O)[O-])ccc2N2CCN(C)CC2)cc1
22. O=C(Nc1nc2ccccc2s1)c1ccc(OCC2CCCO2)cc1 (stereo not drawn)
23. CCOC(=O)NC(=O)/C(C#N)=C/c1ccc(N(C)C)cc1
24. CCn1c(COc2ccc(C)cc2)nnc1SCC(=O)Nc1ccc(S(N)(=O)=O)cc1

compound no. | 17 | 18 | 19 | 20 | 21 | 22 | 23 | 24
aGlu spleen mod | 4% | 4% | -1% | 1% | 1% | -4% | 1% | 1%
aGal spleen mod | 10% | -18% | 6% | -10% | -8% | -14% | -2% | 5%
HTT ATP protect | 3%[10 µM] | -10%[10 µM] | -45%[inhibitor] | -13%[10 µM] | -5%[10 µM] | -5%[10 µM] | 0%[10 µM] | -28%
GAA glycogen mod | -3% | 10% | -11% | 0% | 13% | 14% | -3% | 4%
Tau ThT inhib | -6% | 0% | -4% | -3% | -7% | u | -22% | u
Tau FP inhib | u | 12% | 6% | 2% | 3% | u | -7% | -3%
GAA inhib | x | 5% | 0% | -5% | 0% | -2% | -3% | -6%
Tau fluor counter | u | 6% | 0% | 1% | -6% | u | -16% | -16%

25. O=S(=O)(Nc1ncn[nH]1)c1ccc(Cl)cc1
26. Cc1ccc(OCC(=O)N(Cc2ccco2)c2ccccn2)cc1
27. CCOc1ccc(-c2cc3c(=O)n(Cc4nc(-c5ccc(OC(C)C)cc5)oc4C)ccn3n2)cc1Cl
28. CC(NC(=O)c1ccc(-c2cc(C(F)(F)F)ccc2Cl)o1)c1ccccc1 (stereo not drawn)
29. COc1ccc(CCNC(=O)COc2ccc(S(=O)(=O)NCC(C)C)cc2Cl)cc1OC
30. Nc1ccc(CN2CCOCC2)cc1
31. O=C(CN1C(=O)c2ccccc2S1(=O)=O)NC1CC2CCC1C2 (stereo not drawn)
32. Cc1ccc(S(=O)(=O)C(CCC(=O)c2ccc(Cl)cc2)C(N)=O)cc1 (stereo not drawn)

compound no. | 25 | 26 | 27 | 28 | 29 | 30 | 31 | 32
aGlu spleen mod | -2% | x | x | 5% | -3% | -20% | 2% | 1%
aGal spleen mod | 11% | x | x | 2% | 0% | -1% | 6% | -3%
HTT ATP protect | -20% | x | x | 0% | 7%[10 µM] | -9% | 0% | u
GAA glycogen mod | 4% | -5%[76.3 µM] | -4%[76.3 µM] | -6% | 15% | 6% | -15% | 4%
Tau ThT inhib | 1% | 10% | u | -5% | 0% | -2% | -6% | -11%
Tau FP inhib | -2% | 2% | 1% | -1% | -2% | 0% | 9% | 4%
GAA inhib | 6% | x | x | -2% | 0% | -2% | -8% | -3%
Tau fluor counter | 1% | 5% | -8% | -3% | -8% | -3% | 0% | -18%

An excerpt from above in order of SMILES length, rising.
30. Nc1ccc(CN2CCOCC2)cc1
25. O=S(=O)(Nc1ncn[nH]1)c1ccc(Cl)cc1
26. Cc1ccc(OCC(=O)N(Cc2ccco2)c2ccccn2)cc1
22. O=C(Nc1nc2ccccc2s1)c1ccc(OCC2CCCO2)cc1 (stereo not drawn)
23. CCOC(=O)NC(=O)/C(C#N)=C/c1ccc(N(C)C)cc1
31. O=C(CN1C(=O)c2ccccc2S1(=O)=O)NC1CC2CCC1C2 (stereo not drawn)
28. CC(NC(=O)c1ccc(-c2cc(C(F)(F)F)ccc2Cl)o1)c1ccccc1 (stereo not drawn)
24. CCn1c(COc2ccc(C)cc2)nnc1SCC(=O)Nc1ccc(S(N)(=O)=O)cc1

compound no. | 30 | 25 | 26 | 22 | 23 | 31 | 28 | 24
aGlu spleen mod | -20% | -2% | x | -4% | 1% | 2% | 5% | 1%
aGal spleen mod | -1% | 11% | x | -14% | -2% | 6% | 2% | 5%
HTT ATP protect | -9% | -20% | x | -5%[10 µM] | 0%[10 µM] | 0% | 0% | -28%
GAA glycogen mod | 6% | 4% | -5%[76.3 µM] | 14% | -3% | -15% | -6% | 4%
Tau ThT inhib | -2% | 1% | 10% | u | -22% | -6% | -5% | u
Tau FP inhib | 0% | -2% | 2% | u | -7% | 9% | -1% | -3%
GAA inhib | -2% | 6% | x | -2% | -3% | -8% | -2% | -6%
Tau fluor counter | -3% | 1% | 5% | u | -16% | 0% | -3% | -16%

(further entries)
33. CCOC(=O)CCn1nc(-c2ccc(C)cc2)c2ccccc2c1=O
34. COc1cc(C(=O)NC(C)Cc2cccs2)cc(OC)c1OC (stereo not drawn)
35. CCCCCCCOc1ccc(OC(=O)c2ccncc2)cc1
36. COc1cccc2c1OCC([C@@H]1C[C@H]3CN(Cc4cccc(Cl)c4)C(=O)[C@]34CCCN14)=C2
37. Cc1cc(=O)oc(C)c1C(=O)Nc1ccc(F)cc1
38. COc1ccc2c(c1)OC(O)(C(F)F)CC2=O (stereo not drawn)
39. C=CCNC(=S)NNC(=O)CCC(O)COCCC(C)C (stereo not drawn)
40. COc1ccc(CCNC(=O)c2ccc(Cn3c(=O)c4ccccc4n(Cc4cccc(C)c4)c3=O)cc2)cc1OC

compound no. | 33 | 34 | 35 | 36 | 37 | 38 | 39 | 40
aGlu spleen mod | -4% | -8% | -2% | 2% | 0% | -4% | 3% | x
aGal spleen mod | -9% | 3% | -15% | 0% | -2% | -9% | 0% | x
HTT ATP protect | x | 1%[10 µM] | -62%[inhibitor] | 0%[10 µM] | -6%[10 µM] | 6% | -29% | x
GAA glycogen mod | 19% | -6% | -4% | 4% | 5% | 1% | -11% | -4%[76.3 µM]
Tau ThT inhib | u | -5% | -11% | u | -1% | 2% | -4% | -20%
Tau FP inhib | 3%&10% | 1% | 5% | -3% | -7% | -4% | -6% | -12%
GAA inhib | 11% | -4% | -2% | 5% | x | 0% | -1% | x
Tau fluor counter | -15%&-6% | -6% | -8% | -9% | -3% | 3% | -4% | -33%

41. COCCn1c(SCC(=O)NC(=O)NC(C)C)nc2ccccc21
42. O=C(Cc1ccccc1)N/N=C/c1ccc(OCC(=O)Nc2ccccc2)cc1
43. O=C(Nc1ccc(Cl)c(Cl)c1)Nc1ccc([N+](=O)[O-])cn1
44. COc1ccc(NC(=O)C2CCCN(S(=O)(=O)c3cccc4cccnc34)C2)cc1 (stereo not drawn)
45. O=[N+]([O-])c1cc(C(F)(F)F)cc([N+](=O)[O-])c1N1CCCNCC1
46. COc1ccccc1N1CCN(c2ccc(-c3nc(-c4ccccc4)no3)cc2[N+](=O)[O-])CC1

compound no. | 41 | 42 | 43 | 44 | 45 | 46
aGlu spleen mod | 0% | 6% | -2% | -7% | 1% | x
aGal spleen mod | -2% | 13% | 8% | 0% | 3% | x
HTT ATP protect | -11% | 20%[10 µM] | -25%[10 µM] | 3% | -7% | x
GAA glycogen mod | 4% | 5% | 7% | 0% | 8% | -5%[76.3 µM]
Tau ThT inhib | -2% | -10% | -17% | -7% | -3% | u
Tau FP inhib | 2% | -17% | -4% | -4% | 7% | 5%
GAA inhib | -5% | -1% | 3% | u | -3% | x
Tau fluor counter | -4% | -25% | u | -23% | -6% | -14%
